# MEKK2wt PB1 HTS = raises or lowers MEK5 binding to wildtype human MEKK2 PB1 domain | Q9Y2U5 | bead flow cytometry, Alexa488-MEK5 binding to MEKK2 WT; actives lie on both sides | binding response (% of control), % at 10 µM | hit rate 1.1% among 290,000 | AID 1531; in the data active = binding response below about 67% or above about 130%
# UBC9 SUMO inh = blocks human SUMOylation mediated by UBC9. hit rate 0.36% among 290,000. AID 2006. HTRF SUMOylation assay, SAE1/SAE2 + UBC9, in vitro. inhibition, % at 35 µM. P63279; in the data active = inhibition above about 50%, passing the limit was not always enough; also: strong numbers were not always called active
# Target sequence (P63279 whole entry, looked up): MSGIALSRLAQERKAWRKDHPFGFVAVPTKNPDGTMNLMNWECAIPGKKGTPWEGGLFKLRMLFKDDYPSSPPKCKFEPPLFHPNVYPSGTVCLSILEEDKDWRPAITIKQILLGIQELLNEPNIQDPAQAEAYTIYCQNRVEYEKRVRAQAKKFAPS
# GalR3 antagonist = antagonists of human GalR3. AID 651719. O60755. inhibition, % at 3 µM. hit rate 0.44% among 360,000. HEK293 GalR3-CNG cAMP membrane potential fluorescence; galR3 body fused to GalR1 C-terminus;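 active = inhibition above the screen-wide average plus 3 SD, cut at about 13% in these data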;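 also: forskolin and galanin both at EC90 stimulate the cells; cAMP rise reported by CNG channel membrane potential dye signal; 0% = forskolin plus galanin with DMSO and 100% = forskolin alone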
# Target sequence (O60755 1-299 limits assumed): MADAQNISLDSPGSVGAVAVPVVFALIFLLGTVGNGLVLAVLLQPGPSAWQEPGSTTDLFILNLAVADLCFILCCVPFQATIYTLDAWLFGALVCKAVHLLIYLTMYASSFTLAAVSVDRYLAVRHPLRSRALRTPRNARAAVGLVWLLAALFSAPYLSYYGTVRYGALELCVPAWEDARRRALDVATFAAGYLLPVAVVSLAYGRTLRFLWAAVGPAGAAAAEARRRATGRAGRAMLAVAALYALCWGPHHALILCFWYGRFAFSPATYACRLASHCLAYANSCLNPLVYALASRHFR
# MEKK2 mut-MEK5 = signal of MEK5 binding to mutant human MEKK2 PB1 domain. bead flow cytometry, Alexa488-MEK5 binding to MEKK2 mutant. percent response, % at 10 µM. hit rate 0.35% among 290,000. AID 1530; in the data active = percent response above about 24%, passing the limit was not always enough; also: inactives centre near 1; some results filed as inactive read as strong as hits; reference of the scale not given here
# MEKK3 PB1 HTS = modulators (inhibitors or enhancers) of MEK5 binding to human MEKK3 PB1 domain; Q99759; bead-based flow cytometry, Alexa488-MEK5 binding to MEKK3; actives lie on both sides; 0 = blocked by unlabeled MEK5, 100 = vehicle; binding response (% of control), % at 10 µM; hit rate 1.4% among 290,000; AID 1529;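 active = binding response more than 3 SD above or below the average of its plate-row segment, actives on both sides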;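 also: Alexa488 bead fluorescence after subtracting the streptavidin-only scavenger bead signal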
# NS3 helicase inh = inhibitors of Hepatitis C virus NS3 helicase. hit rate 0.56% among 290,000. NS3 helicase DNA unwinding, Cy5 molecular beacon fluorescence. inhibition, % at 10.9 µM;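 active = inhibition above the mean of all tested compounds plus 3 SD, set per campaign, cut at about 35% in these data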;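 also: 0% = DMSO wells and 100% = thioflavine S control wells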
#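 Test system: hepatitis C virus NS3 helicase domain fragment enzyme. Also added: annealed dual-labelled DNA beacon duplex, ATP-started. Timing: 60 min unwinding reaction at 25 °C after ATP addition. Technique: Cy5 fluorescence. Measure: % inhibition of unwinding.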
# CRFBP-R2 block = blocks CRF-induced signaling of the CRF-BP/CRF-R2 complex; HEK293 CRF-R2/CRF-BP, CRF-induced calcium fluorescence; inhibition, % at 11.8 µM; hit rate 0.59% among 350,000; AID 588475;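 active = inhibition of the ligand-induced calcium signal above about 50% at the single tested concentration, limit read from the data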
# FID counter = counter-screen for HCV NS3 helicase inhibitors: DNA intercalator displacement; DNA fluorescent intercalator displacement, fluorescence; inhibition, % at 7.9 µM; hit rate 0.17% among 290,000; in the data active = inhibition above about 37%;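 also: 0% = vehicle and 100% = reference compound; higher means more ethidium bromide displaced from hairpin DNA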
# CRFBP-R2 agonist = agonists of human CRF-binding protein/CRF-R2 receptor complex; HEK293 CRF-R2/CRF-BP, calcium dye fluorescence (FLIPR); percent of saturating CRF peptide response; activation, % at 13.2 µM; hit rate 0.46% among 350,000; AID 588473;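 active = activation of at least 50%, plus an integration ratio under a set limit after plate pattern correction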;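 also: plate controls were neutral control wells without compound for no effect and CRF at EC100 for full effect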
# Numbers without * were called inactive; x = no result given. These rows are one share of the data; rates above refer to the full screens.
SMILES,MEKK2wt PB1 HTS,UBC9 SUMO inh,GalR3 antagonist,MEKK2 mut-MEK5,MEKK3 PB1 HTS,NS3 helicase inh,CRFBP-R2 block,FID counter,CRFBP-R2 agonist
Cc1ccc(OCCC(=O)OCC(=O)Nc2ccc(Cl)cn2)cc1,106,0,-5,5,99,12,-24,-15,1.0
COC(=O)C1C(=O)CC(C)(O)C(C(=O)OC)C1c1ccc2c(c1)OCO2 (centres undefined),100,-13,-2,-2,99,-3,21,-2,-1.9
Cc1cc2nc(-c3ccc(SCc4ccc(C#N)cc4)nc3)[nH]c2cc1C,89,-33,-2,-10,82,-23,17,-7,1.1
O=C(Cn1cc2c(n1)CCCC2)NCCc1ccccc1,97,12,3,-1,97,1,-4,-10,1.0
COc1ccc2cc(C(=O)/C=C/c3cc(OC)c(OC)c(OC)c3)ccc2c1,100,-7,-9,4,101,-14,-4,-35,-0.6
CC(C)OC(=O)C1C(=O)CC(C)(O)C(C(=O)OC(C)C)C1c1ccccc1 (centres undefined),100,5,-3,-2,101,-8,48,-23,-1.5
COc1ccc(-c2cn3cc(C)ccc3n2)cc1OC,102,12,-3,0,97,3,13,-9,-1.1
COc1ccc(C(=O)NCCn2ccc3ccccc32)cc1,89,-9,4,4,103,0,6,-9,-2.5
O=C(NCc1ccc(F)cc1)C1CC(=O)N(Cc2ccco2)C1 (centres undefined),95,-10,2,-6,100,17,-1,-26,1.2
Cc1nnc(SCC(=O)Nc2nsc(-c3ccc(C(C)(C)C)cc3)n2)s1,94,17,0,0,100,3,-16,-29,-2.1
CC1=NNC(=O)c2ccccc2O1,103,9,4,0,101,4,-11,-3,-1.5
CC(=O)Nc1ccc(S(=O)(=O)NC(C)(C#N)C2CC2)cc1 (centres undefined),98,-2,-9,3,98,6,-1,-3,-1.2
CCOc1ccc(C2C(C#N)=C(N)N3C(=C2C#N)Sc2ccccc23)cc1 (centres undefined),64,0,x,-18,69,x,-116,x,93*
O=C(Cn1c(=O)oc2ccccc21)Nc1ccc(F)c(F)c1,107,4,-6,10,106,2,0,-1,0.1
Cn1ncc(Br)c1C(=O)NC1CCCCCCC1,93,0,0,-5,97,-15,-2,-11,-0.1
CCc1ccc(NC(=O)c2cc(CC(C)C)on2)cc1,108,10,x,4,107,-5,-3,-6,0.2
Cc1nc2cc(NS(=O)(=O)c3ccccc3F)ccc2s1,97,-2,-2,-10,93,2,11,-8,-3.5
O=c1[nH]c(SCc2cccc(F)c2)nc2c1CCCC2,91,17,3,-2,93,-4,-39,-1,1.5
Cc1ccc(C2C=C(c3ccc4c(c3)OCO4)Nc3ncnn32)cc1 (centres undefined),x,6,-3,x,x,2,1,-16,20
Cc1ccc(OCC(=O)Nc2ccc3c(c2)OCCO3)cc1C,105,-3,3,6,103,7,2,-19,-4.8
Cc1nc2c(C)[n+](CC(=O)c3ccccc3)ccc2n1C,103,10,0,-1,101,5,-17,1,3.1
CC(NC(=O)COC(=O)c1ccco1)c1ccccc1 (centres undefined),106,13,1,8,104,6,17,-3,-0.2
CCCCNC(=O)[C@@H]1CSC2c3ccc(OC)c(OC)c3C(=O)N21 (some centres undefined),101,6,-12,2,98,13,13,-11,0.6
CCNc1nc(N)nc(Oc2ccc(OCCOc3ccccc3)nn2)n1,101,18,0,2,100,-5,-7,-12,-0.8
CCOC(=O)c1sc(C)c2c1NC(C)(c1cccc3ccccc13)NC2=O (centres undefined),102,4,-1,3,104,1,-7,-10,3.2
CCOC(=O)N1CCN(S(=O)(=O)c2ccc(OCC)c3ccccc23)CC1,100,-15,-3,-1,103,-13,-40,-33,3.3
O/N=C(\c1ccccn1)C1CC1c1ccccc1 (centres undefined),95,-1,0,-6,98,1,9,-4,-0.2
CC[C@@]12C(=O)N(c3ccc(C)cc3)C(=O)N1[C@H](c1ccc(Br)cc1)[C@@H]1C(=O)N(C(C)(C)C)C(=O)[C@@H]12,98,-5,-8,2,102,-72,-6,-41,2.3
CC1CN(C(=S)Nc2ccccc2)N(c2ccccc2)C1 (centres undefined),94,-8,-4,-7,97,1,14,-14,0.8
CS(=O)(=O)N1c2ccccc2[C@]2(Br)C[C@H]3C(=O)N[C@@H](Cc4ccccc4)C(=O)N3[C@H]12,100,x,-1,5,103,x,-9,x,4.2
COC(=O)c1cccc(N(C(=O)c2ccco2)C(C(=O)NC2CCCC2)c2ccco2)c1 (centres undefined),104,4,-3,-2,110,-8,3,-25,-2.0
CCCc1cc(=O)[nH]c(SCC(=O)c2cc(C)n(C(C)COC)c2C)n1 (centres undefined),100,x,-5,-3,67,12,19,-40,-1.5
C1CCC(n2nnnc2CN2CCN(C3CCCC3)CC2)CC1,105,12,1,2,103,8,-6,-3,-0.9
COc1ccc(CCNC(=O)c2coc3ccccc3c2=O)cc1OC,105,14,2,10,102,-11,-18,-22,1.4
CCCc1nc(SCC(=O)c2ccccc2)c2c(=O)n(C)c(=O)n(C)c2n1,106,4,x,7,106,0,-9,-3,-3.3
COc1ccccc1CC(=O)NNC(=O)c1ccc(C(C)(C)C)cc1,103,10,-2,3,103,0,-11,-35,0.3
COc1ccccc1NC(=O)c1ccc(S(=O)(=O)N2CCC(C)CC2)cc1,101,1,-10,-4,102,8,10,-32,-0.5
Cc1ccc(NC(=S)c2nc3ccccc3[nH]2)c(C)c1,103,-124,-3,0,95,-6,10,-9,-1.2
Cc1cccc(-n2cnc(C(=O)N/N=C/c3ccccc3)c2)n1,108,20,0,13,104,-2,-12,-6,31
CC(=O)Nc1sc(C)c(C)c1C(=O)OC1CCOC1=O (centres undefined),99,8,6,3,100,3,-28,-2,0.2
S=C(NCCc1ccc(Cl)cc1)NCc1ccccc1,104,-9,x,0,106,-13,7,-14,-1.1
O=C(O)c1ccc(F)c(S(=O)(=O)Nc2ccccc2)c1,92,2,-6,-2,96,-2,17,1,-0.1
COc1ccc(C)cc1NC(=O)CN1C(=O)c2ccccc2S1(=O)=O,103,0,-2,1,102,x,4,x,-1.0
O=C(NCc1cccc(Cl)c1)c1ccncc1,109,9,-3,8,104,0,-3,-3,1.8
Cc1cc(NC(=O)CSc2nc(-c3cccnc3)ccc2C#N)no1,105,38,3,0,104,3,4,-5,-0.1
O=C(COC(=O)CCC1CCCCC1)Nc1ccc(OC(F)F)cc1,97,-19,-3,1,98,1,4,-11,-0.3
CCOC(=O)C1CCN(C(=O)c2cccs2)CC1,97,-6,-1,-6,106,-2,-3,-2,0.1
COc1ccc2cc(C(C)C(=O)N3CCC(C(N)=O)CC3)ccc2c1 (centres undefined),98,0,-6,-7,99,7,2,-16,0.6
Cc1ccc(SCCSc2nc(N)cc(=O)[nH]2)cc1,110,18,-10,11,107,5,9,-7,2.2
N/C(Cc1nc(-c2ccc(Cl)cc2)cs1)=N/O,98,-1,-4,6,104,-11,-1,-5,-1.9
COC(=O)c1ccc(S(=O)(=O)N2CCc3ccccc32)cc1,111,-21,-9,8,104,-4,2,-17,-0.1
COc1ccc(-c2cc(C(=O)N3CCN(Cc4ccccc4)CC3)no2)cc1OC,110,-6,-5,9,105,-9,-1,-17,-0.1
Cc1cc(C)c(NC(=O)c2ccccc2C(=O)c2ccccc2)c(C)c1,115,14,-2,-1,125,1,-30,-23,1.5
Cc1ccc(Cn2c(=S)[nH]c3ccc(N4CCOCC4)cc3c2=O)o1,101,47,-3,-2,105,25,-9,-15,-0.5
N#Cc1nc(COc2ccccc2F)oc1NCCc1ccccc1,x,-7,-10,x,x,-8,4,-14,1.5
CC1CCCCN1C(=O)COc1ccccc1F (centres undefined),113,-1,-1,0,135*,11,-6,-11,2.0
CCc1ccccc1N/N=C(/C)c1c(O)cc(C)oc1=O,102,2,-2,-1,97,0,1,0,-1.1
NC(=O)CC[C@@H]1NC(=O)[C@H](Cc2ccc(O)cc2)NC(=O)c2cc([N+](=O)[O-])cc(F)c2OCC[C@@H](C(N)=O)NC1=O,102,9,-6,-3,102,-7,-1,-23,2.2
CC(NC(=O)Cc1ccccc1)c1cc2c(cc1Br)OCCCO2 (centres undefined),94,14,-2,-3,94,7,-14,2,-2.2
Cc1ccc2[nH]c3c(c2c1)CCCC3NC(=O)CCl (centres undefined),103,4,x,6,102,-3,-2,-6,-0.7

# The results go on:
SMILES,MEKK2wt PB1 HTS,UBC9 SUMO inh,GalR3 antagonist,MEKK2 mut-MEK5,MEKK3 PB1 HTS,NS3 helicase inh,CRFBP-R2 block,FID counter,CRFBP-R2 agonist
CCCOc1ccc(C(=O)NNC(=S)NC(=O)c2ccccc2)cc1,103,-55,-10,2,98,10,-94,-47,180*
O=C(CN1CCCCC1)NNC(=O)c1ccc([N+](=O)[O-])cc1,96,0,-8,-1,96,3,-11,1,0.2
Cc1ccc(C(=O)NNC(=O)CSc2nc(N)cc(N)n2)cc1,99,6,-3,-1,99,6,17,-5,-0.3
CCc1ccc(NC(=S)NNC(=O)c2ccccc2OC(F)F)cc1,104,-152,x,3,102,-1,x,-7,x
Cc1ccccc1NC(=O)c1c(F)c(F)c(F)c(F)c1F,95,9,-6,-7,91,8,20,-9,10
CC1CCN(c2ccc3c(c2)S(=O)(=O)c2ccccc2C3=O)CC1,76,x,-4,-8,96,x,-25,x,36
C/C(CC(=O)Nc1ccc2c(c1)OCO2)=N\NC(=O)C(c1ccccc1)c1ccccc1,101,12,-2,1,102,2,-23,-11,-3.6
COc1ccc(Cc2nnc(SCC(=O)N(C)c3ccccc3)o2)cc1,103,0,-3,-1,102,-6,2,-32,-0.9
O=C(CCc1ccccc1)Nc1ccc2ccccc2n1,100,-9,-4,-1,99,-10,-8,-13,-0.6
Cc1cc(C(=O)OCC(=O)Nc2cccnc2Cl)c2ccccc2n1,104,21,-5,-5,108,17,11,-13,-3.3
CC(/C=C/c1ccccc1)=N/NC(=O)Cn1nnc(N)n1,102,13,1,-1,103,-4,-1,-6,-1.1
Cc1nn(Cc2c(F)c(F)c(F)c(F)c2F)c(C)c1NC(=O)c1c([N+](=O)[O-])cnn1C,98,9,-4,-4,99,0,-4,3,4.2
CCCCOc1ccc(C2CC(=O)NC2=O)cc1 (centres undefined),93,11,-4,-1,95,2,-15,-6,-0.6
CCC(=O)Nc1ccc2c(c1)nc(CN1CCCCC1)n2C,93,17,-4,-6,100,-2,10,2,3.9
